NSD2 inh: NSD2 (human) methyltransferase inhibition. O96028. 44,000 compounds, 0.07% hits. AID 624260. inhibition, % at 12.5 µM. NSD2-SET H3K36me1 DELFIA fluorescence, biochemical; in the data active = inhibition above about 54%, passing the limit was not always enough;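 also: inhibitors reduce the monomethyl H3K36 fluorescence signal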
Target sequence (O96028 whole entry, looked up): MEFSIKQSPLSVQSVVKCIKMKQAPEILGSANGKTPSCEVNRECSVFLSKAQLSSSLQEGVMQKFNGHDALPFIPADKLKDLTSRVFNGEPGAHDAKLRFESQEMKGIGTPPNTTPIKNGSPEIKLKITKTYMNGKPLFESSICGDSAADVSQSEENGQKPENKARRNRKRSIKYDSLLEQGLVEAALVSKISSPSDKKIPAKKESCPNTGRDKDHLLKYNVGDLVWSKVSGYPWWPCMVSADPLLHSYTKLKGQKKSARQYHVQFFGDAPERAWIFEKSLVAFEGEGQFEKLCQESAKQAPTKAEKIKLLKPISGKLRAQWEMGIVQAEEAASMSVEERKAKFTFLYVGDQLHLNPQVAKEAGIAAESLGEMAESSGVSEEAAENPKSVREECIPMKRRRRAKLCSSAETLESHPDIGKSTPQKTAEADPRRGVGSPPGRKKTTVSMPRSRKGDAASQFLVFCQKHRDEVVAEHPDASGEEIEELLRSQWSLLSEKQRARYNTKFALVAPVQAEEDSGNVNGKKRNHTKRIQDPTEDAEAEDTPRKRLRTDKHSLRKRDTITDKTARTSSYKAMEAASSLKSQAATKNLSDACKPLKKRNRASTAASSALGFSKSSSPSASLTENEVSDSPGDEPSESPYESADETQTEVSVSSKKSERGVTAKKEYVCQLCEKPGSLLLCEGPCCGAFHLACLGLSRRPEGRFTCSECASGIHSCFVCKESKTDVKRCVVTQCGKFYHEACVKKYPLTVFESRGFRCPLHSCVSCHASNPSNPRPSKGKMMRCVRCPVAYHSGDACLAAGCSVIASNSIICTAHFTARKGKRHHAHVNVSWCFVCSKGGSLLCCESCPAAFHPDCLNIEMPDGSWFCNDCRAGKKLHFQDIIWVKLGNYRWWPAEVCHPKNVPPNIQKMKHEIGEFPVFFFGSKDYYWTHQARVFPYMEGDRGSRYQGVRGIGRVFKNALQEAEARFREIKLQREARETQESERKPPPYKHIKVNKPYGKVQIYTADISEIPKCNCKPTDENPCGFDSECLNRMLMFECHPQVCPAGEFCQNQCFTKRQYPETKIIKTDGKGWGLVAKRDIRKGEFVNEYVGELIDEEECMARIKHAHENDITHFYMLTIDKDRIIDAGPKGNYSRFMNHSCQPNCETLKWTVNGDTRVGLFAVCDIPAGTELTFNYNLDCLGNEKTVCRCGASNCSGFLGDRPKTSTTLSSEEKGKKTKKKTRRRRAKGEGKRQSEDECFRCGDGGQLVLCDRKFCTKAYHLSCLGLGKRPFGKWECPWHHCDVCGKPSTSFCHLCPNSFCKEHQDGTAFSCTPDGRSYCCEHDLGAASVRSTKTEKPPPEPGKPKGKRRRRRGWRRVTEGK
Starred values were filed as active, the others as inactive. An excerpt, so the mix of outcomes need not match the whole.

C[C@H](CO)N1C[C@H](C)[C@H](CN(C)Cc2ccccc2C(=O)O)Oc2ncc(C#CC3CC3)cc2C1=O
- NSD2 inh = 0
C[C@H](CO)N1C[C@H](C)[C@@H](CN(C)Cc2ccncc2)Oc2ccc(NC(=O)Nc3ccc(C(F)(F)F)cc3)cc2C1=O
- NSD2 inh = -4
C[C@H]1CN([C@@H](C)CO)C(=O)c2cc(NS(=O)(=O)c3cn(C)cn3)ccc2O[C@H]1CN(C)S(=O)(=O)c1ccc(F)cc1
- NSD2 inh = 2
C[C@H]1CCCCO[C@H](CN(C)S(=O)(=O)c2ccc(F)cc2)[C@@H](C)CN([C@@H](C)CO)C(=O)c2cc(NC(=O)NC3CCCCC3)ccc2O1
- NSD2 inh = 1
Cc1noc(C)c1NC(=O)Nc1ccc2c(c1)CC(=O)N([C@H](C)CO)C[C@H](C)[C@@H](CN(C)Cc1ccccc1)O2
- NSD2 inh = 6
C[C@H]1CN([C@@H](C)CO)C(=O)Cc2cc(NC(=O)Nc3cccc4ccccc34)ccc2O[C@@H]1CN(C)C(=O)Nc1ccc(F)cc1
- NSD2 inh = -1
C[C@H](CO)N1C[C@H](C)[C@H](CN(C)S(=O)(=O)c2ccc(C#N)cc2)Oc2ncc(-c3cc4ccccc4o3)cc2C1=O
- NSD2 inh = 2
C[C@H](CO)N1C[C@H](C)[C@H](CN(C)Cc2ccc(-c3ccccc3)cc2)Oc2ccc(NC(=O)CCCCCC(=O)Nc3ccccc3N)cc2C1=O
- NSD2 inh = -8
CC(C)NC(=O)N(C)C[C@@H]1OCCCC[C@H](C)Oc2ccc(N(C)C)cc2C(=O)N([C@H](C)CO)C[C@@H]1C
- NSD2 inh = 3
C[C@H](CO)N1C[C@H](C)[C@@H](CN(C)CC2CCCC2)Oc2cc(C#CC3CC3)ccc2S1(=O)=O
- NSD2 inh = -1
COc1ccc(S(=O)(=O)Nc2ccc3c(c2)C(=O)N([C@@H](C)CO)C[C@@H](C)[C@H](CN(C)S(=O)(=O)c2ccc(C)cc2)OCCCC[C@@H](C)O3)cc1
- NSD2 inh = -5
C[C@H](CO)N1C[C@H](C)[C@H](CN(C)C(=O)Nc2cccc3ccccc23)Oc2c(NS(C)(=O)=O)cccc2C1=O
- NSD2 inh = -1
C[C@H](CO)N1C[C@H](C)[C@H](CN(C)C)Oc2ccc(NS(=O)(=O)c3cn(C)cn3)cc2C1=O
- NSD2 inh = -1
C[C@@H]1CN([C@@H](C)CO)C(=O)c2cc(/C=C/c3ccccc3)cnc2O[C@H]1CN(C)C(=O)CN(C)C
- NSD2 inh = 3
C[C@H](CO)N1C[C@H](C)[C@@H](CN(C)C(=O)Nc2ccc(C(F)(F)F)cc2)Oc2ccc(NC(=O)Nc3cccc4ccccc34)cc2CC1=O
- NSD2 inh = -8

C[C@@H]1CN([C@H](C)CO)C(=O)c2cc(NS(=O)(=O)c3cccs3)ccc2O[C@@H](C)CCCCO[C@H]1CN(C)CC1CC1
- NSD2 inh = 2
C[C@@H]1CN([C@H](C)CO)C(=O)c2cc(NS(=O)(=O)c3cccs3)ccc2O[C@@H](C)CCCCO[C@@H]1CN(C)C(=O)Cc1ccccc1
- NSD2 inh = -3
O=C(N1CCOCC1)[C@]1(Cc2ccccc2)N=C(c2ccc(OCCCO)cc2)O[C@@H]1c1ccccc1
- NSD2 inh = -4
Cc1noc(C)c1NC(=O)N(C)C[C@H]1Oc2ccc(NC(=O)Nc3ccc(C(F)(F)F)cc3)cc2C(=O)N([C@H](C)CO)C[C@H]1C
- NSD2 inh = -5
CN(C)CC(=O)Nc1ccc2c(c1)[C@@H]1C[C@@H](CC(=O)NCc3ccncc3)O[C@@H](CO)[C@@H]1O2
- NSD2 inh = 8
C[C@H](CO)N1C[C@H](C)[C@@H](CN(C)Cc2ccc3c(c2)OCO3)Oc2c(NC(=O)c3ccc(-c4nccs4)cc3)cccc2C1=O
- NSD2 inh = 14
CCCC(=O)Nc1ncnc2c1ncn2C1OC2COP(=O)(O)OC2C1OC(=O)CCC (stereo not drawn)
- NSD2 inh = -4
C[C@H](CO)N1C[C@H](C)[C@@H](CN(C)CC2CC2)OCCCC[C@H](C)Oc2ccc(NC(=O)NC3CCCCC3)cc2C1=O
- NSD2 inh = -1
C/C=C/c1ccc2c(c1)O[C@@H](CN(C)CC1CCOCC1)[C@@H](C)CN([C@H](C)CO)S2(=O)=O
- NSD2 inh = 3
C[C@@H]1CN([C@@H](C)CO)C(=O)c2cc(NC(=O)Nc3ccc(F)cc3)ccc2O[C@@H]1CN(C)S(=O)(=O)c1ccc(Cl)cc1
- NSD2 inh = -3
C[C@@H]1CN([C@@H](C)CO)C(=O)c2cc(NC(=O)CCCN(C)C)ccc2O[C@@H](C)CCCCO[C@@H]1CN(C)Cc1ccncc1
- NSD2 inh = 2
COc1ccc(CN(C)C[C@@H]2OCCCC[C@H](C)Oc3ccc(NS(=O)(=O)c4ccccc4)cc3C(=O)N([C@@H](C)CO)C[C@@H]2C)cc1
- NSD2 inh = -5
C[C@@H]1CN([C@H](C)CO)C(=O)c2cccc(NS(=O)(=O)c3cn(C)cn3)c2O[C@@H]1CN(C)CC1CCCCC1
- NSD2 inh = 0
C/C=C/c1cnc2c(c1)C(=O)N([C@@H](C)CO)C[C@H](C)[C@H](CN(C)S(=O)(=O)c1ccc(C)cc1)O2
- NSD2 inh = 2
C[C@@H]1CN([C@H](C)CO)C(=O)Cc2cc(NS(=O)(=O)c3cccs3)ccc2O[C@H]1CN(C)CC1CCCCC1
- NSD2 inh = -1

CN1C(=O)c2ccccc2C(C(=O)NCc2ccco2)C1c1cn(C)c2ccccc12 (stereo not drawn)
- NSD2 inh = -8
C[C@@H]1CN([C@H](C)CO)C(=O)c2cc(NC(=O)Nc3ccc(C(F)(F)F)cc3)ccc2O[C@@H]1CN(C)Cc1ccncc1
- NSD2 inh = -4
O=C(NC1CCN(Cc2ccccc2)CC1)c1ccc(I)cc1
- NSD2 inh = -2
C[C@@H]1CN([C@@H](C)CO)C(=O)c2cc(NC(=O)c3ccccc3)ccc2O[C@@H](C)CCCCO[C@H]1CN(C)S(=O)(=O)c1cn(C)cn1
- NSD2 inh = -2
Cc1ccccc1S(=O)(=O)N(C)C[C@H]1OCc2cnnn2CCCC(=O)N([C@H](C)CO)C[C@H]1C
- NSD2 inh = 0
C/S(=N\S(=O)(=O)c1cccc2nsnc12)c1ncc(Cl)cc1C(F)(F)F (stereo not drawn)
- NSD2 inh = 10
C[C@@H]1CN([C@H](C)CO)C(=O)c2cc(NC(=O)C3CCCCC3)ccc2O[C@@H]1CN(C)Cc1ccncc1
- NSD2 inh = 1
C[C@H]1CN([C@@H](C)CO)S(=O)(=O)c2ccc(-c3ccncc3)cc2O[C@@H]1CN(C)C(=O)c1cccc(F)c1
- NSD2 inh = -6
Cc1noc(C)c1NC(=O)N(C)C[C@H]1Oc2ccc(NC(=O)Nc3ccc(F)cc3)cc2CC(=O)N([C@@H](C)CO)C[C@@H]1C
- NSD2 inh = 1
C[C@@H]1CCCCO[C@@H](CN(C)S(C)(=O)=O)[C@H](C)CN([C@@H](C)CO)C(=O)c2cc(NC(=O)c3ccncc3)ccc2O1
- NSD2 inh = -3
COCC(=O)N(C)C[C@H]1Oc2cc(-c3ccc(OC)cc3)ccc2S(=O)(=O)N([C@H](C)CO)C[C@@H]1C
- NSD2 inh = -3
COc1ccc(CN(CCN(C)C)c2ncccn2)cc1
- NSD2 inh = 0
CCC(=O)N(C)C[C@@H]1Oc2cc(C#CC(C)C)ccc2S(=O)(=O)N([C@@H](C)CO)C[C@@H]1C
- NSD2 inh = 0
C=CC[C@]1(C(=O)OC)N=C(c2ccc(OCCCO)cc2)O[C@H]1c1ccccc1
- NSD2 inh = -1
C[C@@H]1CN([C@H](C)CO)C(=O)Cc2cc(NC(=O)CCN3CCOCC3)ccc2O[C@H]1CN(C)S(C)(=O)=O
- NSD2 inh = -1

Cc1ccc(S(=O)(=O)Nc2ccc3c(c2)C(=O)N([C@@H](C)CO)C[C@H](C)[C@@H](CN(C)S(=O)(=O)c2ccc(Cl)cc2)OCCCC[C@@H](C)O3)cc1
- NSD2 inh = -2
O=C(CCCCCCC(=O)Nc1ccccc1O)N/N=C/c1ccc(Oc2ccccc2)cc1
- NSD2 inh = -5
C[C@H]1CN([C@@H](C)CO)C(=O)Cc2cc(NS(=O)(=O)c3ccc(Cl)cc3)ccc2O[C@@H]1CN(C)CC1CCCCC1
- NSD2 inh = -8
COc1ccc([Si](C)(C)[C@@H]2[C@@H](CCO)O[C@]3(C(=O)N(Cc4ccccc4)c4ccc(NC(C)=O)cc43)[C@H]2C)cc1
- NSD2 inh = -1
Cc1noc(C)c1S(=O)(=O)Nc1ccc2c(c1)C(=O)N([C@@H](C)CO)C[C@@H](C)[C@H](CN(C)C)OCCCC[C@H](C)O2
- NSD2 inh = 11
Cc1ccccc1-c1ccc2c(c1)O[C@H](CN(C)C(=O)c1ccccn1)[C@@H](C)CN([C@H](C)CO)S2(=O)=O
- NSD2 inh = 0
Cc1noc(C)c1NC(=O)Nc1ccc2c(c1)C(=O)N([C@H](C)CO)C[C@H](C)[C@H](CN(C)Cc1ccncc1)OCCCC[C@H](C)O2
- NSD2 inh = -2
O=C(C[C@@H]1C[C@@H]2c3cc(NC(=O)Nc4ccc(C(F)(F)F)cc4)ccc3O[C@@H]2[C@@H](CO)O1)NCCc1ccccc1
- NSD2 inh = 5
CNC[C@@H]1Oc2ncc(C3=CCCCC3)cc2C(=O)N([C@H](C)CO)C[C@@H]1C
- NSD2 inh = 14
C[C@@H]1CN([C@@H](C)CO)C(=O)Cc2cc(NS(=O)(=O)c3ccc(F)cc3)ccc2O[C@H]1CN(C)Cc1ccccc1
- NSD2 inh = -2
CC(C)NC(=O)N(C)C[C@@H]1Oc2ncc(C#Cc3ccncc3)cc2C(=O)N([C@H](C)CO)C[C@@H]1C
- NSD2 inh = 5
Cc1noc(C)c1S(=O)(=O)Nc1ccc2c(c1)C(=O)N([C@H](C)CO)C[C@@H](C)[C@@H](CN(C)Cc1ccc(C(F)(F)F)cc1)OCCCC[C@H](C)O2
- NSD2 inh = -4
COc1ccc(S(=O)(=O)Nc2ccc3c(c2)CC(=O)N([C@H](C)CO)C[C@@H](C)[C@H](CN(C)CC2CCCCC2)O3)cc1
- NSD2 inh = -7
C[C@H]1CN([C@@H](C)CO)S(=O)(=O)c2ccc(C#CCN(C)C)cc2O[C@@H]1CN(C)C
- NSD2 inh = 0
Cc1ccc(S(=O)(=O)Nc2ccc3c(c2)C(=O)N([C@@H](C)CO)C[C@@H](C)[C@@H](CN(C)S(=O)(=O)c2ccccc2)OCCCC[C@@H](C)O3)cc1
- NSD2 inh = -1

COc1ccc(NC(=O)N(C)C[C@H]2Oc3ccc(NS(=O)(=O)c4cccs4)cc3C(=O)N([C@@H](C)CO)C[C@H]2C)cc1
- NSD2 inh = -1
C[C@@H]1CN([C@H](C)CO)C(=O)Cc2cc(NC(=O)CCCCCC(=O)Nc3ccccc3N)ccc2O[C@H]1CN(C)CC1CC1
- NSD2 inh = 4
C[C@H]1CN([C@@H](C)CO)C(=O)Cc2cc(NC(=O)Nc3ccc(F)cc3)ccc2O[C@@H]1CN(C)C(=O)Nc1ccc2c(c1)OCO2
- NSD2 inh = -3
Cc1cc(C)c(/C=C2\C(=O)Nc3ccccc32)[nH]1
- NSD2 inh = -2
C[C@@H]1CN([C@@H](C)CO)S(=O)(=O)c2ccc(C#CCN(C)C)cc2O[C@@H]1CN(C)C(=O)c1ccccc1F
- NSD2 inh = 5
C[C@H](CO)N1C[C@H](C)[C@@H](CN(C)S(=O)(=O)c2ccc(Cl)cc2)OCCCC[C@H](C)Oc2ccc(NC(=O)CCCN(C)C)cc2C1=O
- NSD2 inh = 20
C[C@H]1CN([C@@H](C)CO)S(=O)(=O)c2ccc(/C=C/c3ccccc3)cc2O[C@H]1CN(C)C(=O)Nc1cc(F)ccc1F
- NSD2 inh = 0
C[C@@H]1CN([C@@H](C)CO)C(=O)Cc2cc(NS(=O)(=O)c3cccs3)ccc2O[C@@H]1CN(C)Cc1ccc(-c2ccccc2)cc1
- NSD2 inh = 0
C[C@@H]1CN([C@H](C)CO)C(=O)c2cc(C#CCN(C)C)cnc2O[C@H]1CN(C)C(=O)c1ccc(F)cc1
- NSD2 inh = -9
C[C@H](CO)N1C[C@H](C)[C@@H](CN(C)Cc2ccc(C(F)(F)F)cc2)Oc2c(NS(=O)(=O)c3cccs3)cccc2C1=O
- NSD2 inh = 1
C[C@H](CO)N1C[C@H](C)[C@H](CN(C)CC2CC2)Oc2cc(C#C[C@@H](C)O)ccc2S1(=O)=O
- NSD2 inh = -1
O=C(C[C@@H]1CC[C@@H](NC(=O)Cc2ccccn2)[C@H](CO)O1)NCCc1ccccc1
- NSD2 inh = 0
COCC(=O)N(C)C[C@@H]1Oc2cc(-c3cncnc3)ccc2S(=O)(=O)N([C@@H](C)CO)C[C@H]1C
- NSD2 inh = -1
C[C@H]1CN([C@@H](C)CO)C(=O)c2cc(NC(=O)CCCCCC(=O)Nc3ccccc3N)ccc2O[C@@H]1CN(C)C(=O)Nc1cccc2ccccc12
- NSD2 inh = -2
COC(=O)c1c(O)cc(C)cc1Oc1c(O)cc(OC)cc1CO
- NSD2 inh = 3
O=C(C[C@H]1C=C[C@H](NS(=O)(=O)c2ccc(F)cc2)[C@H](CO)O1)NC1CCCCC1
- NSD2 inh = 2
CC(=O)N(C)C[C@H]1Oc2ncc(C#Cc3ccncc3)cc2C(=O)N([C@@H](C)CO)C[C@H]1C
- NSD2 inh = 4
C[C@@H]1CN([C@@H](C)CO)C(=O)c2cccc(NS(C)(=O)=O)c2O[C@H]1CN(C)C(=O)Nc1cccc2ccccc12
- NSD2 inh = 1

Screening data deposited in PubChem BioAssay by Broad Institute.
